Source: PubChem BioAssay (National Center for Advancing Translational Sciences (NCATS))
PLK1 PBD inh = blocks phosphopeptide binding to human PLK1 polo-box domain. Plk1 PBD binding of FITC phosphopeptide, fluorescence polarization. Potency, µM, for the others: max response, negative = inhibition, usual class: inhibitors. 360,000 tested, 2.8% active; also: potency is read from the fitted curve at half-maximal effect; series mostly up to about 57 µM; % is scaled to controls: 0 for no effect and ±100 for the full control effect; nearly all actives have a fitted effect of over 65% in size
WRN helicase inh = inhibitors of human WRN helicase; Potency, µM (titrated, usually from 114 µM), inactives show at the top dose activity change, negative = inhibition, actives largely listed as inhibitors; 360,000 tested, 0.46% active; WRN helicase unwinding, fluorescent forked duplex, kinetic; AID 651768; also: potency is read from the fitted curve at half-maximal effect; % is scaled to controls: 0 for no effect and ±100 for the full control effect; nearly all actives have a fitted effect of over 55% in size
Target sequence (Q14191 whole entry, looked up): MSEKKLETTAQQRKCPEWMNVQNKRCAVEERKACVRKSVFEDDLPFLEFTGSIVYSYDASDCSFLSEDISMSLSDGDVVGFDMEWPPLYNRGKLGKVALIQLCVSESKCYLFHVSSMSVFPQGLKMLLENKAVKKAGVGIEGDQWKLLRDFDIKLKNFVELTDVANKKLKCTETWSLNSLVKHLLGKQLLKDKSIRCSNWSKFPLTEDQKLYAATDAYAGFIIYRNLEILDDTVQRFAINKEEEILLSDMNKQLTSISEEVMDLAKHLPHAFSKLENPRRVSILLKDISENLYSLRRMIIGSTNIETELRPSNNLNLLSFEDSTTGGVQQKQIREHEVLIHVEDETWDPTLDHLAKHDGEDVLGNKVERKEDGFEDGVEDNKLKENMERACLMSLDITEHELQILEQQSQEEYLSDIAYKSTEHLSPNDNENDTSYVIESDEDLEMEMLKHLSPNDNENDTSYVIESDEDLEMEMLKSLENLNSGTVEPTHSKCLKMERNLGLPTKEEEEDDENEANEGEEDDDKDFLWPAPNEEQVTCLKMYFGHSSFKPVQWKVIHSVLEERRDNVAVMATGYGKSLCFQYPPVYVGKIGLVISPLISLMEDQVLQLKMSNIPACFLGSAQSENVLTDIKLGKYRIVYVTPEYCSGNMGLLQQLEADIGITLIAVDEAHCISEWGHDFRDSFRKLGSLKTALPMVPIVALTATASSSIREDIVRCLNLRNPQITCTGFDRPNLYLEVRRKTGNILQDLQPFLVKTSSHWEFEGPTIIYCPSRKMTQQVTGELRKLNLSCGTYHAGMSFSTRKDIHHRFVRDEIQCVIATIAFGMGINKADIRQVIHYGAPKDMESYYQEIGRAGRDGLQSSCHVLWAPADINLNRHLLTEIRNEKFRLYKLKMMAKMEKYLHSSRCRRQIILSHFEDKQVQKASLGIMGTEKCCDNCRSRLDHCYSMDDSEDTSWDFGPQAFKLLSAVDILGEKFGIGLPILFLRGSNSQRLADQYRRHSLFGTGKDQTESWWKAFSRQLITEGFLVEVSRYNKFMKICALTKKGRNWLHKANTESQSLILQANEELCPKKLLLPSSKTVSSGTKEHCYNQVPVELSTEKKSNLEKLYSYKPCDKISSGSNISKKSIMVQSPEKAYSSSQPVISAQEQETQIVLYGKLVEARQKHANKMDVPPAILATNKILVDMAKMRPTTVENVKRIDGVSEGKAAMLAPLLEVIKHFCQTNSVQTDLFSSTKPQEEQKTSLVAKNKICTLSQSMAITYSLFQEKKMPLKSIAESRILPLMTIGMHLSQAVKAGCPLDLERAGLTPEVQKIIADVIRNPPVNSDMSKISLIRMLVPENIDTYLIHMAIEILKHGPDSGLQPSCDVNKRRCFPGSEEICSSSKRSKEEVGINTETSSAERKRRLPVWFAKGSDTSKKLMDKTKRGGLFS
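Fluorescence dequenching readout, ex 525 nm/em 598 nm, kinetic mode: forked duplex DNA (100 nM final) with adjacent fluorophore and quencher unwound by WRN (20 nM final) with 2 mM ATP. Compound preincubation 15 min, room temperature.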
PI5P4K alpha inh = inhibitors of human PI5P4K alpha. PI5P4Kalpha enzyme, ADP-Glo luminescence, 60 min; hits give low values. AID 652105. 330,000 tested, 1.2% active. max response, %; active = max response of -50% or lower; inconclusive = between -30% and -50%; inactive = -30% or higher; also: value at the top dose of about 77 µM; % is scaled to controls: 0 for no effect and ±100 for the full control effect
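Single end-point luminescence (ADP-Glo) quantified ADP from PI5P4Kalpha turnover; ATP 5 microM final, 1 h at RT, 0.1% CHAPS and 0.28 mM EGTA in HEPES pH 7.4.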
IL2 activator = IL-2 activation; IL-2 activation reporter assay, cell-based qHTS; stimulated with anti-CD3/CD4/CD28 beads; in transgenic mouse T cells; activation, % (series mostly up to about 46 µM); 360,000 tested, 0.065% active; AID 652025; in the data active = activation above about 50%; inconclusive = mostly about 30% to 49%; also: 0% is about no effect
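Unstimulated transgenic mouse T cells preincubated 60 min with compound, then stimulated with anti-CD3/anti-CD4-coated beads plus anti-CD28 for 18 h at 37 degrees C. IL-2 response read as EGFP and DsRed fluorescence by plate cytometry.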
Abeta yeast res = compounds reversing amyloid beta toxicity in yeast; AID 1347071; 410,000 tested, 0.063% active; Potency, µM (top dose mostly 46.1 µM), for inactives: top-dose growth rescue, most hits filed as activators; yeast expressing A-beta42, growth rescue, OD600, 48 h; response scale: 0% DMSO, 100% iron-clioquinol control; also: potency is read from the fitted curve at half-maximal effect; nearly all actives have a fitted effect of over 55% in size
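Yeast A-beta toxicity model in growth medium with pinned compounds, 48 h at 30 C; growth read as absorbance at 600 nm. Normalized to FeCl3/clioquinol equimolar mix (positive) and DMSO (negative).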
FUS suppressor = FUS proteinopathy suppression in yeast; S. cerevisiae FUS-expressing, growth rescue, OD600, 24 h; Potency, µM (top dose mostly 76.6 µM), without a hit: top-dose growth rescue (activation), usual class: activators; 390,000 tested, 0.24% active; AID 1347120;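 also: potency is read from the fitted curve at half-maximal effect; plate controls were DMSO vehicle for no effect and reference control for full effect; nearly all actives have a fitted effect of over 55% in size; some results filed as inactive show a strong effect at the top dose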
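Compound concentration series was pinned onto galactose-induced FUS-expressing yeast seeded at OD 0.005. Plates sat 24hr at 30C; absorbance at 600 nm gave growth. DMSO served as background control.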
EPAC1 agonist = EPAC1 (human) agonism | O95398 | EPAC1 agonist qHTS, biochemical assay; response scale: 100% = response to 6.5 mM cAMP | Potency, µM (titrated, usually from 154 µM), inactives show at the top dose activation, usual class: activators | 360,000 tested, 0.073% active; also: potency is read from the fitted curve at half-maximal effect; nearly all actives have a fitted effect of over 60% in size
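Multi-concentration qHTS readout: loss of Rap1B-bound BODIPY-GDP fluorescence driven by 100 nM EPAC1 with excess GDP (50 uM), monitored kinetically at room temperature; agonist response expressed relative to 6.5 mM cAMP.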
aSyn rescue = alpha-synuclein toxicity inhibition in yeast. Potency, µM (doses to about 46.1 µM), for inactives: at the top dose growth rescue (activation), most hits filed as activators. 370,000 tested, 0.14% active. Yeast expressing alpha-synuclein, growth rescue, BacTiter-Glo, 24 h; also: potency is read from the fitted curve at half-maximal effect; % of control where 0% means no effect; nearly all actives have a fitted effect of over 65% in size
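Rescue of yeast growth: cells expressing toxic alpha-synuclein, induced in galactose at OD600 0.02, incubated with compound 24 h at 30 C. ATP luminescence quantified growth; inhibitors of toxicity appear as activators.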
EPAC1 antag = blocks human EPAC1 exchange factor | O95398 | EPAC1 GEF assay, Rap1b-BODIPY-GDP exchange fluorescence | Potency, µM (top dose mostly 115 µM), for the others: at the highest dose activity change, negative = inhibition, actives largely listed as inhibitors | 360,000 tested, 0.14% active;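 also: potency is read from the fitted curve at half-maximal effect; plate controls were vehicle for no effect and positive control for full effect; nearly all actives have a fitted effect of over 50% in size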
Starred values were filed as active, the others as inactive; ? = inconclusive; · = no result given; & = joins results of further samples; [ ] = remark or other dose. Unless noted, calls follow the shape of the dose curve; as a rule, active = well fitted curve in the direction sought with a large enough effect; inconclusive = small, poorly fitted or top-dose-only effect, or another doubt; inactive = no such curve, though single readings can be large; an effect the other way counts as inactive or inconclusive. Some of the compounds tested. The share of hits here may be higher or lower than overall.

A first look (two entries):
SMILES	PLK1 PBD inh	WRN helicase inh	PI5P4K alpha inh	IL2 activator	Abeta yeast res	FUS suppressor	EPAC1 agonist	aSyn rescue	EPAC1 antag
O=C(Cn1cnc2sc3c(c2c1=O)CCCC3)NCCCC(=O)N1CCC2(CC1)OCCO2	-11%	2%	·	-0.4	3%	30%	6%	1%	-2%
CC(N=Cc1c(O)n(C2CC2)c(=S)[nH]c1=O)c1ccccc1 (configuration not stated)	3%	-5%	7	-3.5	-12%	-4%	-1%	-14%	-9%

The whole of this part, previewed entries included:
SMILES	PLK1 PBD inh	WRN helicase inh	PI5P4K alpha inh	IL2 activator	Abeta yeast res	FUS suppressor	EPAC1 agonist	aSyn rescue	EPAC1 antag
O=C(Cn1cnc2sc3c(c2c1=O)CCCC3)NCCCC(=O)N1CCC2(CC1)OCCO2	-11%	2%	·	-0.4	3%	30%	6%	1%	-2%
CC(N=Cc1c(O)n(C2CC2)c(=S)[nH]c1=O)c1ccccc1 (configuration not stated)	3%	-5%	7	-3.5	-12%	-4%	-1%	-14%	-9%
CCOC(=O)C1CN(C)CCC1=O (configuration not stated)	-6%	-27%[57.1 µM]	2	2.4	5%	-25%	-5%	6%	14%
Cc1nc(C)c(C(=O)NN=Cc2ccc(N(CCCl)CCCl)cc2)s1	-8%	-4%	2	2.8	-1%	·	-3%	-1%	-12%
CN1CCN(CC(=O)Nc2ccc([N+](=O)[O-])cc2C(=O)c2ccccc2)CC1	1%	1%	2	-0.4	-3%	13%	6%	2%	6%
CC(=O)NC(C)Cc1ccccc1 (configuration not stated)	1%	10%	0	1.0	-6%	-14%	-6%	-11%	1%
CC(=NCc1ccco1)c1c(O)n(-c2ccccc2C)c(=O)[nH]c1=O	-11%	-9%	3	1.4	1%	12%	0%	-4%	-10%
S=C(Nc1ccccc1)Nc1ccccn1	-2%	-8%	-13	-0.1	?	-26%	89µM*	?	15%
CCN(CC)C(=O)c1ccc(N2C(=O)C3CC=C(Cl)CC3C2=O)cc1 (configuration not stated)	-3%	9%	0	-2.2	8%	13%	-1%	0%	3%
O=C1NC(=O)N(Cc2ccccc2Cl)C(=O)/C1=C/N1CCOCC1	?	-8%	?	1.6	20%	27%	0%	5%	-15%
Cc1ccc(-n2c(O)c(/C=C3/C(c4ccccc4)=Nc4ccccc43)c(=O)[nH]c2=O)cc1	8.4µM*	?	-16	0.3	-34%[inhibitor]	·	2%	-38%[inhibitor]	?
O=C(O)C(Cl)(Cl)Cl	0%	8%	-3	0.6	-6%	-38%	-25%	7%	-6%
CCc1cccc2c(C#N)cn(CC(=O)N3CCOCC3)c12	-5%	12%	-6	-3.6	2%	3%	3%	-8%	15%
CC12CCCCC1N(O)CN2O (configuration not stated)	0%	3%	-4	0.0	-14%	-21%	0%	-9%	-2%
C[C@H]1CN([C@@H](C)CO)C(=O)CCCn2nncc2CO[C@H]1CN(C)C(=O)Oc1ccccc1	-4%	-5%	5	2.3	-4%	-21%	-13%	-23%	21%
CC(=NCc1ccc2c(c1)OCO2)c1c(O)n(-c2ccc(C)cc2)c(=O)[nH]c1=O	6%	-9%	4	-0.4	-10%	-14%	-5%	3%	8%
CCN(CCNc1ccc([N+](=O)[O-])c2cccnc12)S(=O)(=O)c1ccccc1	-6%	9%	3	-0.4	-10%	9%	3%	3%	16%
COc1ccc(N2C(=O)/C(=C/c3ccc(C)o3)C(=O)NC2=S)cc1	3µM*	?	?	-0.7	20%	20%	6%	5%	?
CN(Cc1ccccc1)Cc1ccccc1OC(=O)N(C)C	1%	2%	0	-1.6	5%	10%	-4%	2%	4%
CCCCn1nnnc1C(c1ccnc2ccccc12)N1CCC2(CC1)C(=O)NCN2c1ccccc1 (configuration not stated)	-3%	2%	-2	1.3	-9%	6%	3%	-4%	5%
COC(=O)c1cn(C(=O)c2cccc3ccccc23)c2ccccc12	-5%	-10%	13	0.7	12%	26%	9%	4%	-6%
COC(=O)C1=C(c2ccccc2)C[C@@H]2CC[C@H]1N2C(=O)NC(C)C	-9%	1%	0	0.5	-4%	-11%	8%	-3%	0%
O=c1[nH]c(=S)n(Cc2ccc(F)cc2)c(O)c1/C=N/N1CCCCC1	-15%	-6%	-21	-0.8	-3%	1%	11%	0%	-25%
CC(=NCc1ccco1)c1c(O)n(-c2ccc(C)cc2)c(=O)[nH]c1=O	-3%	-5%	-4	2.0	-2%	1%	-3%	-6%	-10%
Cc1nc2ccc(Cl)cn2c1P(=S)(N1CCOCC1)N1CCOCC1	-7%	2%	7	0.4	5%	5%	1%	-2%	-10%
O=C1NC(=O)N(Cc2ccccc2)C(=O)/C1=C/C=C/c1ccco1	122%[activator]	50µM*	-53*	-2.4	4%	20%	11%	0%	?
S=c1[nH]nc(C2CC2)n1Cc1ccco1	?	-15%	·	-2.8	-19%	7%	5%	-5%	13%
CNC(C)Cc1ccccc1Sc1ccc(O)cc1 (configuration not stated)	-8%	3%	-6	-0.4	-1%	8%	10%	-5%	-11%
Cc1ccc(C)c(NC(=O)CSc2nnc([C@@H](N)Cc3c[nH]c4ccccc34)o2)c1	-4%	-4%	·	0.0	5%	24%	6%	0%	-2%
CCCCc1ccc(C(=O)O)nc1	3%	6%	0	-0.1	9%	-35%	-22%	12%&13%	2%

3 compounds already listed, sorted by length of the SMILES, smallest number first.
SMILES	PLK1 PBD inh	WRN helicase inh	PI5P4K alpha inh	IL2 activator	Abeta yeast res	FUS suppressor	EPAC1 agonist	aSyn rescue	EPAC1 antag
CCCCc1ccc(C(=O)O)nc1	3%	6%	0	-0.1	9%	-35%	-22%	12%&13%	2%
S=c1[nH]nc(C2CC2)n1Cc1ccco1	?	-15%	·	-2.8	-19%	7%	5%	-5%	13%
COc1ccc(N2C(=O)/C(=C/c3ccc(C)o3)C(=O)NC2=S)cc1	3µM*	?	?	-0.7	20%	20%	6%	5%	?

Pulled by structure from above (four):
SMILES	PLK1 PBD inh	WRN helicase inh	PI5P4K alpha inh	IL2 activator	Abeta yeast res	FUS suppressor	EPAC1 agonist	aSyn rescue	EPAC1 antag
Cc1ccc(C)c(NC(=O)CSc2nnc([C@@H](N)Cc3c[nH]c4ccccc34)o2)c1	-4%	-4%	·	0.0	5%	24%	6%	0%	-2%
COc1ccc(N2C(=O)/C(=C/c3ccc(C)o3)C(=O)NC2=S)cc1	3µM*	?	?	-0.7	20%	20%	6%	5%	?
O=c1[nH]c(=S)n(Cc2ccc(F)cc2)c(O)c1/C=N/N1CCCCC1	-15%	-6%	-21	-0.8	-3%	1%	11%	0%	-25%
CCN(CCNc1ccc([N+](=O)[O-])c2cccnc12)S(=O)(=O)c1ccccc1	-6%	9%	3	-0.4	-10%	9%	3%	3%	16%

Going on with the list:
SMILES	PLK1 PBD inh	WRN helicase inh	PI5P4K alpha inh	IL2 activator	Abeta yeast res	FUS suppressor	EPAC1 agonist	aSyn rescue	EPAC1 antag
CCCNC(=O)N1[C@H]2CC[C@@H]1C(C(=O)OC)=C(c1ccc(-c3ccccc3)c(F)c1)C2	-8%	1%	0	0.3	8%	?	10%	-3%	-20%
COC(=O)C1=C(c2ccc(OCc3ccccc3)cc2)C[C@@H]2CC[C@H]1N2C(=O)NCc1ccc(Cl)cc1	4%	-1%	6	-2.6	8%	0%	3%	6%	-4%
CCCCCn1c(=O)c(C(=O)NCc2ccccc2Cl)c(O)c2ccccc21	-3%	-4%	1	0.7	13%	-16%	3%	4%	-8%
CC#CP(=O)(OCC)C(O)(c1ccccc1)C(F)(F)F (configuration not stated)	0%	-7%	-7	1.7	4%	-12%	7%	3%	-5%
CCC(=NCc1cccnc1)c1c(O)n(C2CCCCC2)c(=O)[nH]c1=O	-7%	-3%	0	0.7	14%	17%	10%	9%	-3%
C[C@]12CC[C@@H](O)CC1=CCC1C2CC[C@@]2(C)C1C[C@@H](F)[C@@H]2O (some centres not stated)	-3%	5%	0	1.0	3%	-10%	10%	1%	6%
C[C@@H]1O[C@@H](O[C@@H]2C=C3CCC4C(CC[C@]5(C)[C@@H](c6ccc(=O)oc6)CC[C@]45O)[C@@]3(C)CC2)[C@H](O)[C@H](O)[C@H]1O (some centres not stated)	-15%	5%	-4	-0.4	5%	9%	-3%	-4%	-8%
CC(C)OC12Oc3ccccc3C=C1N1CCC2CC1 (configuration not stated)	-5%	4%	-6	1.6	4%	-13%	3%	1%	12%
CN=C(SCC(=O)c1cccc(Cl)c1)c1c(O)n(C)c(=O)n(C)c1=O	-22%	-4%	-1	-0.2	-13%	5%	5%	-2%	-25%
CCc1ccccc1NC(=O)CNCc1ccccc1	1%	5%	0	1.1	9%	11%	2%	1%	5%
C=CC[N+]1(C)C2CCC1CC(O)C2 (configuration not stated)	3%	0%	-1	-0.7	9%	-44%	-10%	5%	17%
O=C(CSc1ccccc1)N1CCC2(CC1)OCCO2	-23%	-2%	·	0.1	20%	-11%	4%	1%	7%
Cn1c(O)c(C=NCCc2c[nH]c3ccccc23)c(=O)n(C)c1=O	-8%	-5%	9	0.9	-4%	·	6%	-2%	-6%
O=C(NCC(c1cccnc1)N1CCN(c2ccc(F)cc2)CC1)Oc1ccccc1 (configuration not stated)	-17%	-5%[57.1 µM]	·	-1.4	17%	17%	-6%	9%	6%
CN1C(=O)N(C)C(=O)C2(Cc3cc(NC(=O)c4ccccc4)ccc3N3CCCC32)C1=O (configuration not stated)	-10%	5%	-9	0.8	5%	?	11%	1%	-27%
CC(=O)OC1CCC2(C)C(CCC3C4CC(N5CC5)C(C(C)=O)C4(C)CC(=O)C32)C1 (configuration not stated)	-7%	2%	1	0.6	-6%	·	0%	-6%	-17%
